Screening data deposited in PubChem BioAssay by several laboratories.
GSK3beta inhib: blocks human GSK3beta kinase activity | P49841 | GST-GSK3beta kinase, ADP-Glo luminescence, 60 min; hits give low values | activity score (negative = inhibition), % at 10 µM | hit rate 0.038% among 300,000;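 active = more than half of replicate wells score below -50%, meaning over 50% inhibition versus plate controls; inconclusive = some replicates but at most half score below -50%; inactive = no replicate scores below -50%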;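 also: 0% = median DMSO wells and -100% = median GW8510 positive control wells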
Target sequence (P49841 whole entry, looked up): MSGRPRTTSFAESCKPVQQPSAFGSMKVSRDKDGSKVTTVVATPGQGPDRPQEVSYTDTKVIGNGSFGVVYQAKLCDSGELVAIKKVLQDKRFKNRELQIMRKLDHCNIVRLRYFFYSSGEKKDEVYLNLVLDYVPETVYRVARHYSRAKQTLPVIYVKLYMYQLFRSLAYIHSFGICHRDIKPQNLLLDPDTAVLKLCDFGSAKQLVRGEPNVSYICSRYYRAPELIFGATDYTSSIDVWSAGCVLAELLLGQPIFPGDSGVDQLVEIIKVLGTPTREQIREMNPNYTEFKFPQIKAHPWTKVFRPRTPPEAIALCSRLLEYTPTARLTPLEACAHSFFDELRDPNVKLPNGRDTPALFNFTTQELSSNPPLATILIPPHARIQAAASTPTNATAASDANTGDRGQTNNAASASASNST
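Assay system: GST-tagged human GSK3beta kinase, cell-free; Input: 1.6 ng GSK3beta; Medium: Tris/MgCl2 kinase buffer; Timing: 60 min enzyme reaction, room temperature; Signal: ADP-Glo luminescence quantifying ADP generated by kinase; Evaluation: score relative to plate controls; Benchmarks: DMSO neutral wells and GW8510 at 20 µM as positive.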
IEC-6 cytotox: kills IEC-6 intestinal cells in KLF5 counter-screen | IEC-6 cytotoxicity, luminescence viability | inhibition, % at 5 µM | hit rate 0.78% among 290,000 | AID 1825; in the data active = inhibition above about 22%;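 also: 0% = plate median of test compound wells and 100% = cytotoxic reference compound wells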
KLF5 inh: inhibitors of KLF5 expression | DLD-1 KLF5 promoter-luciferase reporter, luminescence | inhibition, % at 5 µM | hit rate 0.23% among 290,000 | AID 1700;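 active = inhibition above a per-plate limit of that plate's mean compound inhibition plus 3 SD, cut at about 60% in these data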;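 also: 0% = DMSO wells and 100% = LY294002 at 200 µM; higher means less KLF5 promoter-driven luciferase light; inactives centre near -14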
HSP90 refold inh: HSP90 refolding inhibition in rabbit reticulocyte lysate. hit rate 0.91% among 290,000. luciferase refolding luminescence, 3 h. inhibition, % at 5.6 µM. AID 1789;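 active = inhibition above the screen-wide mean plus 3 SD, computed separately per campaign, cut at about 16% in these data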;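 also: 0% = DMSO wells and 100% = 60 µM geldanamycin wells; inhibitors lower the luminescence because luciferase stays unfolded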
AI-2 QS mod: modulates the Vibrio harveyi AI-2 quorum sensing system. Vibrio harveyi JMH597 AI-2 luminescence/OD600 ratio, 9 h; hits give low values; strain lacks LuxN and CqsS sensors; 0 = neutral-control median. activity change, % at 7.5 µM. hit rate 0.4% among 300,000. AID 2094; in the data active = activity change below about -75%, passing the limit was not always enough; inconclusive = no clear call, values can overlap the other calls;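 also: luminescence divided by OD600 gain over 9 h not by final OD600 alone; inactives centre near 13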
aSyn UTR inh: 5' untranslated region of α-synuclein, MLPCN primary screen. alpha-synuclein 5'UTR reporter, inhibitor activity. inhibition, % (tested at 7.5 µM). hit rate 0.82% among 300,000; in the data active = inhibition above about 60%; inconclusive = no clear call, values can overlap the other calls;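 also: H4 neuroglioblastoma cells stably carrying SNCA 5'UTR luciferase fusion; 0% = DMSO wells and 100% = positive control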
HSF1 activator: increases HSF-1 driven luciferase reporter signal; activation, % at 9 µM; NIH3T3-HGL HSF-1 luciferase reporter, MG132, 8 h; 100% = twice DMSO control signal; AID 504408; hit rate 1.7% among 300,000;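 active = mean replicate activation of at least 50% with a set share of replicates each reaching 50%; inconclusive = only one of those two conditions met; inactive = mean below 50% and too few replicates reaching it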;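 also: 0% = median of the neutral control wells and 100% = twice that signal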
HSF1 inhib: HSF1 inhibition; NIH3T3-HGL HSE-luciferase, MG132-induced, luminescence 8 h; hits give low values; activity change, negative = inhibition, % at 7.5 µM (by protocol); hit rate 0.77% among 300,000; AID 2098;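 active = more than half of replicate wells show activity change below -50%, luminescence cut by over half; inconclusive = some wells, but at most half, below -50%; inactive = no replicate well below -50%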;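 also: luciferase reports HSF-1 transcriptional activity via heat shock element; 0% = median of DMSO wells and -100% = zero luminescence signal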
HIF act: HIF pathway transcriptional activation. U2OS HRE-luciferase reporter, luminescence; normalized: DMSO 0%, desferrioxamine 100%. activation, % at 7.5 µM (by protocol). hit rate 0.32% among 300,000. AID 1910;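 active = mean activation of at least 10% of the iron chelator positive control signal, with at least half of replicates also reaching 10%; inconclusive = mean and replicate majority disagree about reaching 10%; inactive = mean and most replicates under 10%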
GSK3 alpha inh: blocks human GSK-3 alpha kinase; ADP-Glo luminescence, 60 min; inhibition, % at 10 µM; hit rate 0.1% among 320,000;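 in the data active = inhibition above about 50%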;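 also: GST-tagged GSK-3 alpha with peptide substrate and 25 µM ATP; 0% = DMSO neutral wells and 100% = GW8510 positive control wells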
Target sequence (P49840 whole entry, looked up): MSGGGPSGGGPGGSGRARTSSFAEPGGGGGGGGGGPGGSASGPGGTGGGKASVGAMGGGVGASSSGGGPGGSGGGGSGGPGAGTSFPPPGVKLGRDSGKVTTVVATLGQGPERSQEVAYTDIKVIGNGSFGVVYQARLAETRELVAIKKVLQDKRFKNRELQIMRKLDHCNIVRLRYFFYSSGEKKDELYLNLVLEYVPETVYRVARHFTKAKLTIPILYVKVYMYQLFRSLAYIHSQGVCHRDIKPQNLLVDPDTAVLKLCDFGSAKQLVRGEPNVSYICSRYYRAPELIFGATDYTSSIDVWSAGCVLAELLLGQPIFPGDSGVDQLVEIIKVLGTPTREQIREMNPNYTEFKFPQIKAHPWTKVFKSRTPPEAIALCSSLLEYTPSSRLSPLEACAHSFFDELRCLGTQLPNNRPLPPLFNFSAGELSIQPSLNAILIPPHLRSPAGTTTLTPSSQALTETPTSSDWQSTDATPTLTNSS
* hit, by the source's call; ? = inconclusive; · = not tested or not shown.

#	Compound	GSK3beta inhib	IEC-6 cytotox	KLF5 inh	HSP90 refold inh	AI-2 QS mod	aSyn UTR inh	HSF1 activator	HSF1 inhib	HIF act	GSK3 alpha inh
1	Cn1cnnc1SCC(=O)c1cc2ccccc2oc1=O	-1	-6	7	3	25	-26	5	2	-0.1	-3
2	O=C(O)c1cccc(Cn2cc(Br)cn2)c1	6	0	-11	-2	30	10	-15	-2	-1.0	1
3	CC(C)(C)c1ccc(S(=O)(=O)N2CCN(C(=O)C3CCC3)CC2)cc1	1	9	-16	3	15	9	-4	-2	0.0	0
4	O=C(OCC(=O)N1CCCC1=O)C1COc2ccccc2O1 (stereo not drawn)	-2	2	-30	-1	9	-2	13	-4	0.2	1
5	Cc1cc(=O)[nH]c2ccc(S(=O)(=O)Nc3ccccc3)cc12	2	4	-9	2	-8	13	14	2	0.3	0
6	O=C(Nc1ccc(F)cc1)C1CCN(c2nnnn2-c2ccccc2)CC1	2	6	9	1	12	22	-12	-10	-0.2	1
7	Cn1c(-c2ccccc2)cnc1NCc1ccc(-c2ccccc2)cc1	-2	-3	0	5	14	-19	-17	-7	-1.4	2
8	CCOC(=O)c1sc2nc(C)nc(NCc3ccccc3OC)c2c1C	-1	1	-11	5	19	-20	-12	-10	0.4	-3
9	Cc1ccc2oc(=O)n(Cc3ccccc3)c2c1	4	1	-38	3	1	-14	4	-3	-0.7	2
10	C#CCSc1nnc(CNS(=O)(=O)c2ccc(Br)cc2)n1C	-2	-6	-32	-2	6	-19	-28	-8	-0.3	0
11	COC(=O)CSc1nnc(CNC(=O)c2cccc(C)c2)n1-c1ccccc1OC	1	0	-21	-4	33	10	-14	-1	-3.3	-3
12	Cc1noc(C)c1C(=O)NCc1ccco1	0	3	-4	3	11	·	·	·	·	-4
13	C=CCSc1nnc(COc2ccc(=O)n(-c3ccccc3)n2)n1CC	5	-2	-2	0	40	21	-8	-6	-0.6	-2
14	O=[N+]([O-])c1cccc(/C=C/c2ccc3cccc(O)c3n2)c1	-2	3	-134	2	6	-82	-18	-6	13*	-2
15	CCc1nn2c(=O)cc(N3CCN(c4cc(C)nc5ccccc45)CC3)nc2s1	1	2	-17	0	17	8	-2	-10	-0.1	·
16	Cc1ccccc1NS(=O)(=O)c1ccc(C2CNC(=O)C2)cc1 (stereo not drawn)	1	1	-11	-3	47	4	-3	-4	-0.2	-1
17	COc1ccc(CSCC(=O)NN=C2CCN(C)CC2)cc1	-3	4	8	-2	12	-6	2	2	-0.5	0
18	COc1ccc(CNC(=O)CC(C)CC2=NS(=O)(=O)c3ccccc3N2)cc1 (stereo not drawn)	1	1	-12	-1	7	-21	14	7	-0.1	1
19	c1ccc2c(c1)oc1c(NCc3ccc4c(c3)OCO4)ncnc12	2	-4	-8	0	-88*	-16	-17	-10	-0.1	-2
20	Cc1cc(NC(=O)COc2cccc(C)c2C)no1	1	2	-3	-2	18	-66	12	5	1.9	-2
21	COc1ccc(NC(=O)CN(C2CCCCC2)S(C)(=O)=O)cc1Cl	-1	7	-24	-2	34	-8	9	-10	-0.1	-3
22	CCOC(=O)c1ccc(NC(=O)c2cc(C)nc3ccccc23)cc1	-3	3	-31	-3	0	-12	?	17	0.2	8
23	Cc1cc(NC(=O)CSc2nc3cc(Cl)ccc3c(=O)n2Cc2ccco2)no1	2	0	-27	-2	21	32	2	8	-1.6	7
24	O=C(N/C(=C\c1ccccc1)C(=O)N1CCOCC1)c1ccc(Br)o1	1	7	-8	-4	24	6	2	-9	-0.1	-1
25	O=C1N=C(N2CCOCC2)S/C1=C/c1cccs1	3	-4	3	1	15	-44	-9	-2	1.1	1
26	CCN(c1ccccc1)S(=O)(=O)c1ccc(NCC2COc3ccccc3O2)nc1 (stereo not drawn)	2	-2	-19	1	16	6	7	2	-0.3	-1
27	COc1ccc(CCNC(=O)Cn2cnc3sc(C)c(-c4ccc(F)cc4)c3c2=O)cc1OC	2	-3	-13	-2	14	26	-3	6	-0.9	-2
28	Cc1ccccc1C(=O)Nc1ccnn1C1CCN(CC2CC=CCC2)CC1 (stereo not drawn)	7	0	-1	-4	40	-25	8	-2	-0.6	0
29	CCOc1ccc(N(CC(=O)Nc2ccc(OC)cc2)S(C)(=O)=O)cc1	-22	-2	-47	-2	31	-69	16	8	2.0	-1
30	COc1ccc(NC(=S)Nc2cnc3ccccc3c2)c(OC)c1	0	-1	-20	-3	12	-6	-17	1	1.8	-1

Next part.
#	Compound	GSK3beta inhib	IEC-6 cytotox	KLF5 inh	HSP90 refold inh	AI-2 QS mod	aSyn UTR inh	HSF1 activator	HSF1 inhib	HIF act	GSK3 alpha inh
31	CCN(CC)C(=O)CSc1nc(O)cc(=O)n1CC	-1	2	-4	2	-1	-3	23	-8	-0.5	2
32	CC(=O)c1ccc(COC(=O)c2cc3ccccc3oc2=O)cc1	4	0	-12	-1	16	-49	5	7	2.4	-3
33	CCOC(=O)[C@@H]1CCN(Cc2ccccc2)C[C@H]1c1ccccc1	-3	-2	4	6	27	-31	0	2	-0.5	0
34	CS(=O)(=O)N(CC(=O)NCCSCc1ccccc1)c1ccc2c(c1)OCO2	1	5	-26	8	13	11	-9	-2	-1.3	-4
35	CCCCCn1c(CNC(=O)COC)nc2ccccc21	2	0	5	5	15	4	-15	2	0.1	-1
36	O=C(CSc1nc2cc3ccccc3cc2[nH]1)Nc1ccc(F)cc1	2	7	-30	1	-1	-41	22	23	0.0	0
37	COc1ccc(CNS(=O)(=O)CCNC(=O)c2ccc3c(c2)OCO3)cc1	-3	·	·	·	25	5	-4	-3	0.2	-3
38	CCOC(=O)/C=C1\SCC(=O)N1CC(=O)NC(C)C	4	2	-11	4	4	10	-4	-7	-0.2	0
39	Cc1cc(N2CCN(C)CC2)nc2ccc(NC(=O)c3ccc(Br)o3)cc12	-5	7	-45	5	19	-103	15	13	4.6	0
40	COc1ccc(C(=O)Nc2nc3ccccc3[nH]2)cc1OC	-1	6	-50	6	-3	-147	34	9	3.0	9
41	COc1ccc(S(=O)(=O)NC2CC2)cc1Br	5	1	-20	-3	12	11	11	-1	-1.1	-1
42	Cc1ccc(S(=O)(=O)N2CCCCC2)cc1NC(=O)Nc1ccc(Cl)cc1Cl	2	0	-41	1	30	7	3	3	-0.2	-1
43	O=C(O)CCCN1C(=O)C(=O)/C(=C(/O)c2ccccc2)C1/C=C/c1ccccc1 (stereo not drawn)	-1	-3	2	3	22	12	3	-8	-0.2	1
44	Cc1onc(-c2ccccc2)c1C(=O)Nc1ccccc1N1CCOCC1	3	-2	-20	1	29	12	12	-3	-0.6	-1
45	COc1ccc(NC(=S)N2CCN(Cc3ccccc3)CC2)c(OC)c1	-1	-7	-16	-3	2	11	7	7	-0.3	0
46	CCOC(=O)c1cnc2ccc(C)cc2c1Sc1ccccc1	-3	5	-5	2	7	-51	18	17	0.3	1
47	CCCn1c(N)c(C(=O)COc2ccc(Br)cc2F)c(=O)n(C)c1=O	1	5	0	-2	13	5	-2	-1	-0.4	1
48	Cc1ccc(NC(=O)CSCC(=O)Nc2ccc(S(=O)(=O)N3CCCC3)cc2)cc1	2	·	·	·	26	-7	17	9	-1.6	-4
49	Cc1ccc2c(CN(C)Cc3ccc(Cl)cc3Cl)cc(=O)oc2c1	-1	3	-2	-2	10	18	14	14	0.0	-2
50	Cc1ccc(-c2nn(-c3ccccc3)cc2/C=N/NS(=O)(=O)c2ccccc2)cc1	2	4	-69	-2	21	-76	43	15	·	-2
51	Cc1ccccc1-c1ccccc1N	2	0	-26	-6	11	1	2	1	-0.4	-2

Three of the compounds above, as labelled records:
#43 O=C(O)CCCN1C(=O)C(=O)/C(=C(/O)c2ccccc2)C1/C=C/c1ccccc1 (stereo not drawn)
  GSK3beta inhib: -1
  IEC-6 cytotox: -3
  KLF5 inh: 2
  HSP90 refold inh: 3
  AI-2 QS mod: 22
  aSyn UTR inh: 12
  HSF1 activator: 3
  HSF1 inhib: -8
  HIF act: -0.2
  GSK3 alpha inh: 1
#44 Cc1onc(-c2ccccc2)c1C(=O)Nc1ccccc1N1CCOCC1
  GSK3beta inhib: 3
  IEC-6 cytotox: -2
  KLF5 inh: -20
  HSP90 refold inh: 1
  AI-2 QS mod: 29
  aSyn UTR inh: 12
  HSF1 activator: 12
  HSF1 inhib: -3
  HIF act: -0.6
  GSK3 alpha inh: -1
#45 COc1ccc(NC(=S)N2CCN(Cc3ccccc3)CC2)c(OC)c1
  GSK3beta inhib: -1
  IEC-6 cytotox: -7
  KLF5 inh: -16
  HSP90 refold inh: -3
  AI-2 QS mod: 2
  aSyn UTR inh: 11
  HSF1 activator: 7
  HSF1 inhib: 7
  HIF act: -0.3
  GSK3 alpha inh: 0

Sorted by heavy-atom count (ascending): 3 of the compounds above.
#	Compound	GSK3beta inhib	IEC-6 cytotox	KLF5 inh	HSP90 refold inh	AI-2 QS mod	aSyn UTR inh	HSF1 activator	HSF1 inhib	HIF act	GSK3 alpha inh
36	O=C(CSc1nc2cc3ccccc3cc2[nH]1)Nc1ccc(F)cc1	2	7	-30	1	-1	-41	22	23	0.0	0
34	CS(=O)(=O)N(CC(=O)NCCSCc1ccccc1)c1ccc2c(c1)OCO2	1	5	-26	8	13	11	-9	-2	-1.3	-4
50	Cc1ccc(-c2nn(-c3ccccc3)cc2/C=N/NS(=O)(=O)c2ccccc2)cc1	2	4	-69	-2	21	-76	43	15	·	-2
